High-throughput results deposited in PubChem BioAssay by several laboratories.
PfHsp40 yeast – compounds rescuing yeast from Plasmodium falciparum HSP40 toxicity; S. cerevisiae expressing PfHsp40, growth rescue, ATP luminescence; growth rescue, % at 12.5 µM; 340,000 compounds, 0.68% hits; AID 504582; in the data active = growth rescue above about 28%, passing the limit was not always enough;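 also: yeast W303a lacking pdr1 and pdr3 grown in galactose medium; growth measured after three days at 30 °C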
BioA inh – blocks M. tuberculosis BioA enzyme activity. purified M. tuberculosis BioA enzyme, plate reader. inhibition, % at 9.99 µM. 360,000 compounds, 0.096% hits. AID 602481; in the data active = inhibition above about 40%
FadD28 binding – blocks FadD28 binding to the bisubstrate probe. AID 588549. 360,000 compounds, 0.22% hits. fluorescence polarization. inhibition, % at 12.5 µM; in the data active = inhibition above about 8.5%, passing the limit was not always enough
GDH-TPI counter – counter-screen for M. tuberculosis FBA inhibitors: GDH-TPI coupled enzymes; AID 588335; 360,000 compounds, 1.2% hits; GDH-TPI coupled enzyme counterscreen, NADH absorbance; inhibition, % at 4.8 µM; in the data active = inhibition above about 30%;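 also: 0% = DMSO wells and 100% = wells lacking the enzyme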
Y pestis TopoI – inhibitors of Yersinia pestis topoisomerase I. Y. pestis Topo-I cleavage product accumulation, plate reader. activity, % at 10 µM. 360,000 compounds, 0.064% hits. AID 504884; in the data active = activity above about 50%, passing the limit was not always enough; also: inactives centre near 2
Vc quorum ag – induces V. cholerae light production without autoinducers; V. cholerae BH1578 lux reporter, luminescence, 6 h; activation, % at 18.7 µM; 350,000 compounds, 0.16% hits; AID 588436; in the data active = activation mostly above about 9.7%, no sharp cut-off; also: not every result past the cut was called active; inactives centre near 0; reference of the scale not given here
TcdB GH inh – inhibitors of Clostridioides difficile toxin B glycohydrolase; P18177; TcdB glycohydrolase enzymatic assay, plate reader; inhibition, % at 9.99 µM; 350,000 compounds, 0.24% hits; in the data active = inhibition above about 10%
Mtb FBA inh – Mtb fructose-bisphosphate aldolase inhibition | P9WQA3 | purified M. tuberculosis FBA, fluorescence read-out | inhibition, % at 1 µM | 360,000 compounds, 2.3% hits; in the data active = inhibition above about 27%;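 also: 0% = vehicle and 100% = reference inhibitor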
UGM FP inh – Mtb UDP-galactopyranose mutase inhibition; purified UGM, fluorescence polarization probe displacement; inhibition, % at 10 µM; 320,000 compounds, 0.06% hits; AID 504406; in the data active = inhibition above about 10%, passing the limit was not always enough
An asterisk follows results filed as active; i = inactive; nt = not tested or not shown; + = active, no number.

SMILES	PfHsp40 yeast	BioA inh	FadD28 binding	GDH-TPI counter	Y pestis TopoI	Vc quorum ag	TcdB GH inh	Mtb FBA inh	UGM FP inh
CCN(C[C@H]1N[C@@](Cc2ccccc2)(C(=O)OC)[C@H]2C(=O)N(Cc3ccccc3)C(=O)[C@@H]12)S(=O)(=O)c1ccccc1	0.6	-0.3	-2.5	10	25	i	0.7	-2	-1.4
COc1ccc(S(=O)(=O)N(C)c2ccc(C(=O)N3CCCC3)cc2)cc1OC	-1.7	1.0	-3.0	-7	-7	-0.3	-0.6	-1	4.3
CC(=O)Nc1ccc(OCC(O)CN2CCCCC2C)cc1 (stereo unspecified)	-0.4	nt	-3.4	-10	6	0.2	nt	-1	0.5
CN1CC(=O)Nc2ccc(Br)cc2C1=O	-1.5	-1.4	0.3	6	-6	i	1.1	1	-2.0
CC(=O)NC(CC(=O)Nc1nc(C)cs1)c1ccccc1 (stereo unspecified)	1.3	nt	-2.8	-3	0	i	0.9	0	1.3
COc1ccc(-c2csc(NC(=O)CSCc3c(C)noc3C)n2)cc1OC	1.9	0.9	-3.0	8	13	-0.4	2.9	1	-2.7
Cc1ccc(C)c(S(=O)(=O)N2CCC3(CC2)OCCN3S(=O)(=O)c2cccs2)c1	-1.4	-2.1	-3.0	1	33	0.7	-11	-1	3.9
CCOC(=O)Cn1c(=O)oc2cc(S(=O)(=O)N3CCN(C(=O)OCC)CC3)ccc21	-0.6	-2.0	-2.1	5	5	5.9	2.5	2	0.7
Cc1onc(-c2c(F)cccc2Cl)c1C(=O)NCCO	-0.8	nt	-3.2	-3	-10	-0.3	-1.4	-2	4.7
CCn1c(=O)c2cc(C(=O)NCc3cccs3)sc2c2ccccc21	-2.1	-1.0	-2.1	14	-2	-0.2	1.3	11	-2.2
COc1ccc(C(=O)NCCn2cc(SCC(=O)NCC3CCCO3)c3ccccc32)cc1OC (stereo unspecified)	-0.3	-1.1	-0.6	-2	21	i	-0.6	3	0.6
Cc1ccc([C@H]2C[C@H](n3cc(C4CC4)nn3)[C@@H](O)CN2C(=O)C2CCCCC2)cc1	nt	1.0	-2.1	-7	6	-0.4	1.0	0	nt
CC(C)NCC(=O)C12CC3CC(CC(C3)C1)C2	-0.7	-0.7	-1.0	15	-3	-0.3	1.5	-1	-0.4
COc1cc([N+](=O)[O-])cc(/C=N/N(CCC#N)C(C)=O)c1O	1.2	-0.2	-0.6	17	-11	-0.3	1.5	-11	2.5
Cc1ccc(N2CC(C(=O)NCCS(=O)(=O)N3CCN(c4ccccc4)CC3)CC2=O)cc1C (stereo unspecified)	5.1	-3.0	-3.7	-1	5	0.4	-0.6	-5	3.2
CC(=O)c1ccc(OCc2cc(C(=O)N(C)CCN3CCOCC3)no2)cc1	0.8	-4.8	-0.3	8	-12	i	-3.1	0	0.1
Cc1cccc(NC(=S)N2CCC(C(=O)c3ccc(F)cc3)CC2)c1	-0.3	-0.7	0.3	3	8	-0.4	1.1	-1	nt
COc1ccc(C2c3[nH]c4ccccc4c3CCN2CCCn2cccn2)c(F)c1 (stereo unspecified)	0.1	-1.5	-3.3	-5	14	-0.3	1.6	8	-0.4
CCCCSc1nc(O)cc(=O)n1CC	1.3	-1.0	1.5	7	-10	-0.3	1.0	-3	7.2
C=CCNc1oc(-c2cccc3ccccc23)nc1C#N	-0.2	-1.5	1.3	8	13	i	nt	+	-1.4
CC(C)c1ccc(N(C(=O)CNC(=O)c2ccco2)C(C(=O)NC2CCCC2)c2ccncc2)cc1 (stereo unspecified)	0.5	-1.7	-0.4	6	22	i	1.4	2	0.9
Cc1ccc(C2=NN(CC(=O)O)C(=O)CC2)cc1	-1.6	-0.5	-1.2	-5	-5	i	1.8	0	1.1
COc1ccccc1N1CCN(C(=O)c2n[nH]c3ccccc23)CC1	0.3	-1.4	-0.6	-2	13	-0.7	0.7	0	-1.5
CC(CC12CC3CC(CC(C3)C1)C2)NCc1ccccc1O (stereo unspecified)	-1.3	0.7	-2.1	5	12	3.8	0.4	3	-0.5
CC(NC(=O)c1ccc(C(=O)c2ccccc2)cc1)c1ccc(S(N)(=O)=O)cc1 (stereo unspecified)	-0.5	-0.3	-0.9	-1	1	5.6	0.8	-1	nt
CN(CC(=O)Nc1ccc(F)cc1)CC(=O)N1CCCCCC1	-0.7	-3.6	0.8	6	-9	-0.6	-4.1	4	1.3
Cc1cc(C)cc(N(CC(=O)NC2CCCC2)C(=O)CCC(=O)Nc2nccs2)c1	2.0	-1.9	-3.6	-2	-1	i	0.7	-2	-0.4
N#Cc1ccccc1COC(=O)CCCC1=NS(=O)(=O)c2ccccc2N1	-0.5	-0.2	-2.3	16	-6	-0.3	-0.1	0	1.9
O=C1c2ccccc2C(=O)N1CC#CCN1CCN(C(c2ccccc2)c2ccccc2)CC1	0.3	-1.0	-1.4	-4	5	-2.1	nt	-2	1.1
S=C(NCCc1ccccc1)NN=C1CCCCCC1	1.0	nt	-4.2	-6	8	-0.4	-0.2	-2	-1.7
O=c1c2[nH]c3ccccc3c2ncn1CCN1CCOCC1	5.7	nt	-3.4	-4	-1	-0.1	nt	4	1.4
CC(C)(/C=N/O)N(O)C=C1C=CC(=O)C=C1	-0.4	-0.3	-1.8	26	5	i	5.2	3	-0.8
O=C(NNc1ccc(Cl)cc1)c1cccs1	7.5	1.0	-1.8	-1	-6	i	-11	-5	-6.5
CC(=O)Nc1cccc(C(=O)Nc2cccc3ncccc23)c1	-0.5	-2.1	-2.4	4	0	-0.5	0.2	-1	0.4
COc1cc2c(cc1OC)C1=C(C#N)CN(C3CCCCC3)CN1CC2	0.4	3.2	-0.2	19	17	-0.2	3.5	0	-0.7
C/C(=N\Nc1ncc(Br)cn1)c1cccc([N+](=O)[O-])c1	2.1	-1.6	-3.5	0	-1	i	-0.8	1	2.0
COc1cc(CC(=O)OCC(=O)N2C(C)CCCC2C)cc(OC)c1OC (stereo unspecified)	0.4	-2.7	0.1	-2	-4	i	0.4	0	1.5
O=C(NCCC1=CCCCC1)C(=O)NCc1ccncc1	-1.2	nt	-0.1	3	-6	-0.6	1.4	4	1.0
CCCOc1ccc(-c2nn(-c3ccccc3)cc2/C=C2\SC(N)=NC2=O)cc1	0.2	nt	-2.0	-8	2	0.1	1.1	1	0.0
COCCN(C(=O)COC(=O)c1cccs1)c1c(N)n(Cc2ccccc2)c(=O)[nH]c1=O	0.6	-0.4	-2.6	-10	7	i	1.6	-1	0.4

Copied from the list:
Under Mtb FBA inh, O=C(NNc1ccc(Cl)cc1)c1cccs1 is listed with -5
Under Vc quorum ag, O=c1c2[nH]c3ccccc3c2ncn1CCN1CCOCC1 is listed with -0.1

Later entries
SMILES	PfHsp40 yeast	BioA inh	FadD28 binding	GDH-TPI counter	Y pestis TopoI	Vc quorum ag	TcdB GH inh	Mtb FBA inh	UGM FP inh
Nc1ccccc1C(=O)NCC1(c2ccccc2)CCCC1	-0.3	-0.6	-3.8	-17	15	i	0.2	33*	-2.7
COCCN1C=C2C(=O)C(C)(OC(=O)C3CCCC3)C(=O)C(c3ccccc3)=C2C=C1CCCC(=O)OC (stereo unspecified)	-1.5	4.4	-3.2	10	-7	-0.3	-0.3	-6	-0.3
CCOCCOC(=O)COC(=O)c1ccccc1NC(=O)c1ccccc1	3.3	nt	-6.0	7	1	i	1.3	-2	1.4
COc1ccc(-c2cc(N3CCN(CCO)CC3)n3nccc3n2)cc1	nt	2.4	-2.2	10	-4	-0.6	-0.3	20	nt
O=C(COc1cccc(NC(=O)c2cccs2)c1)c1ccc(F)cc1	0.2	nt	-2.4	0	-2	-3.4	-0.4	0	-1.7
CCc1nc2ccc(C(=O)NCCCN3CCN(c4ccccc4F)CC3)cc2nc1CC	1.4	0.6	0.7	1	25	-1.6	-1.2	4	0.8
O=C1CSC(=S)N1c1cccc(O)c1	1.6	-1.3	-3.8	0	1	-1.2	0.6	1	-1.0
CC(=O)c1ccc(S(=O)(=O)NC2CC(=O)N(c3ccc(C)c(C)c3)C2)cc1 (stereo unspecified)	-0.4	nt	-0.1	2	15	5.6	-1.2	1	0.8
COc1ccc(CNC(=O)c2cn(Cc3ccc(OC(C)=O)cc3)c(=O)s2)cc1	nt	-0.2	-1.6	5	22	i	0.3	1	nt
COc1cc(CN(C)C(C)C(=O)Nc2ccc([N+](=O)[O-])cc2Cl)ccc1OC(F)F (stereo unspecified)	1.2	nt	0.2	11	6	-0.3	nt	4	0.0
Cn1c(SCCCC(=O)c2ccccc2)nnc1-c1ccncc1	0.1	5.3	-3.0	2	4	i	nt	-1	0.7
C=CCOC(=O)C1=C[C@H](c2cn(C(C)=O)c3ccccc23)[C@@H](CCCO)[C@H](OCC)O1	-0.5	0.7	-2.6	1	-2	i	1.4	1	-1.0
CCOc1ccccc1-c1nc(-c2cc3ccccc3nc2OC)no1	2.5	-1.3	0.1	11	18	i	nt	1	-2.1
COc1cccc(/C=N/NC(=O)c2ccccc2NC(=O)c2ccco2)c1OC	0.4	nt	-5.2	-2	-3	-0.9	-3.5	1	1.1
Cc1ccc(S(=O)(=O)NNC(=S)Nc2cccc(C)c2C)cc1	1.1	0.5	-1.1	0	8	-0.3	-2.5	1	-2.6
Clc1ccc(-c2noc(CN3CCOCC3)n2)cc1	-0.1	-1.0	-0.2	-3	-1	-0.4	-1.0	2	-0.2
O=C(CCS(=O)(=O)c1ccccc1)NCCS(=O)(=O)c1ccccc1	-0.3	nt	-2.8	-7	-10	i	1.4	3	0.4
CC(C)N1CC(C(=O)Nc2ccc(C#N)cc2)CC1=O (stereo unspecified)	-0.8	0.8	-1.0	-4	4	i	0.1	1	4.5
CCCN(CCC)C(=O)Cn1c(=O)n(CCCCCC(=O)Nc2ccccc2)c(=O)c2sccc21	-0.4	nt	-4.2	-8	-1	-0.2	nt	-1	2.8
Cc1ccc(Cl)cc1NC(=O)CN1CCN(S(=O)(=O)N2CCC(C)CC2)CC1	2.5	-1.2	0.0	-2	36	-0.7	-0.9	1	0.7

Limited to BioA inh, Mtb FBA inh and PfHsp40 yeast, for some of the entries so far:
structure	BioA inh	Mtb FBA inh	PfHsp40 yeast
COc1cc2c(cc1OC)C1=C(C#N)CN(C3CCCCC3)CN1CC2	3.2	0	0.4
COCCN(C(=O)COC(=O)c1cccs1)c1c(N)n(Cc2ccccc2)c(=O)[nH]c1=O	-0.4	-1	0.6
COCCN1C=C2C(=O)C(C)(OC(=O)C3CCCC3)C(=O)C(c3ccccc3)=C2C=C1CCCC(=O)OC (stereo unspecified)	4.4	-6	-1.5
CCN(C[C@H]1N[C@@](Cc2ccccc2)(C(=O)OC)[C@H]2C(=O)N(Cc3ccccc3)C(=O)[C@@H]12)S(=O)(=O)c1ccccc1	-0.3	-2	0.6
Cc1ccc(S(=O)(=O)NNC(=S)Nc2cccc(C)c2C)cc1	0.5	1	1.1

Going on with the list:
SMILES	PfHsp40 yeast	BioA inh	FadD28 binding	GDH-TPI counter	Y pestis TopoI	Vc quorum ag	TcdB GH inh	Mtb FBA inh	UGM FP inh
CCCCNC(=O)Oc1cccc(N2CCCC2=O)c1	0.9	1.6	0.2	8	-6	-0.6	nt	7	0.3
Cc1c(C(=O)NNS(=O)(=O)c2ccccc2)sc(=S)n1C	0.0	-1.6	-0.4	20	-2	-0.4	-0.3	-1	-1.0
COc1ccc(C(=O)Nc2ccccc2C(=O)NC(Cc2ccc(O)cc2)C(=O)NNC(=O)c2ccccc2)cc1 (stereo unspecified)	-0.9	-4.6	-1.4	3	-7	-0.6	nt	2	1.2
COC(=O)c1ccc(Cn2c(C)c(C(=O)NCc3cccc(C(F)(F)F)c3)sc2=O)o1	nt	-0.4	-2.8	8	30	-0.5	-0.1	2	nt
O=C(O)CCC(=O)NCC1OCCc2ccccc21 (stereo unspecified)	-0.8	-0.3	-1.4	-4	9	-0.6	nt	-2	-2.6
CC1CCCC(C)N1C(=O)CSc1nc(N)c(-c2ccccc2)c(=O)[nH]1 (stereo unspecified)	-0.4	1.5	-1.7	0	2	i	0.7	-1	6.0
CN1CCN(CC(O)COc2ccc(C34CC5CC(CC(C5)C3)C4)cc2)CC1 (stereo unspecified)	-1.4	3.3	-4.5	1	-5	-0.2	1.4	1	nt
Cc1ccc(S(=O)(=O)N2CCC(C(=O)N3CCCC3C(=O)N[C@@H](CC(C)C)C(=O)NCC(N)=O)CC2)cc1 (stereo partly specified)	-0.1	-3.6	-1.1	3	-5	-0.4	0.7	0	1.5

An unsorted share of the library (roughly 4.6% active in at least one column).
